Source: PubChem
Pf growth 48h = inhibits P. falciparum growth in the first generation, 48 h; P. falciparum luciferase growth in erythrocytes, 48 h; Potency, µM (series often up to 28.7 µM), for the others: at the highest dose activity change, negative = inhibition, usual class: inhibitors; 310,000 tested, 5.9% active; AID 504832; note: potency is the fitted concentration of half-maximal effect; % is set by controls: 0 for no effect and ±100 for the full control effect
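In quantitative HTS format, infected erythrocytes bearing luciferase-reporter parasites were treated for a single generation at 37 C. Luminescence after adding detection reagent served as the growth measure.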
Shiga inhibitor = Shiga toxin inhibition | Vero cells, Shiga toxin protein synthesis inhibition reporter | inhibition, % at 38.7 µM | 290,000 tested, 9.2% active; in the data active = inhibition mostly above about 28%, no sharp cut-off; inactive = mostly below about 43%; note: 0% is about no effect
HCV inh = inhibitors of hepatitis C virus infection; Huh7.5.1 HCVcc-Cre infection, luciferase reporter, 44 h; Potency, µM (titrated, usually from 41.8 µM), for inactives: top-dose activity change, negative = inhibition, most hits filed as inhibitors; 340,000 tested, 3.4% active; note: potency is the fitted concentration of half-maximal effect; % is set by controls: 0 for no effect and ±100 for the full control effect
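Cells (1,000/well) were plated 4 h before compound, then infected with HCVcc-Cre virus (~0.5 moi). After 44 h further culture, infection was read as luciferase luminescence following a 15 min substrate incubation at room temperature.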
Giardia FBPA inh = inhibitors of Giardia lamblia fructose-1,6-bisphosphate aldolase; A8B2U2; purified Giardia FBPA; Potency, µM (series often up to 59.6 µM), for the others: at the highest dose activity, negative = inhibition, most hits filed as inhibitors; 290,000 tested, 0.71% active; AID 2451; note: potency is the fitted concentration of half-maximal effect; % is set by controls: 0 for no effect and ±100 for the full control effect; nearly all actives have a fitted effect of over 55% in size
Target sequence (A8B2U2 whole entry, looked up): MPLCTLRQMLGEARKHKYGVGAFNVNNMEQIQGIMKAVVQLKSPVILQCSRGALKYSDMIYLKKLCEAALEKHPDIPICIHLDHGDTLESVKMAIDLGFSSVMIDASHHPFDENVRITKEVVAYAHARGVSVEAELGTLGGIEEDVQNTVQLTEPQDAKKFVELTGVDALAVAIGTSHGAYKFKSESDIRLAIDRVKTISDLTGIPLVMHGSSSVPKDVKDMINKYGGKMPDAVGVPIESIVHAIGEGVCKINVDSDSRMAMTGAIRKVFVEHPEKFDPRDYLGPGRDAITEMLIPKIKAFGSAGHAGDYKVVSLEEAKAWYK
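40 nM FBPA preincubated 10 min at RT with compound (up to 57.5 uM final), then substrate plus GAPDH/TPI/NAD/arsenate coupling and diaphorase/resazurin added. Fluorescence read after 20 min at RT, 525/598 nm.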
Pf growth 96h = inhibits malaria parasite growth, 96 h. P. falciparum luciferase reporter growth, 96 h. Potency, µM (titrated, usually from 28.7 µM), for the others: at the highest dose activity change, negative = inhibition, usual class: inhibitors. 320,000 tested, 6.9% active. AID 504834; note: potency is the fitted concentration of half-maximal effect; % is set by controls: 0 for no effect and ±100 for the full control effect
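Two parasite generations (96 h, 37 C, 5% CO2) of compound exposure in infected erythrocytes (0.05% parasitemia, 2% hematocrit). Luciferase-reporter P. falciparum; decreased luminescence indicates inhibited growth, aimed at apicoplast-acting delayed death.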
CHX counter = counter-screen for Shiga toxin inhibitors: cycloheximide protein synthesis inhibition; max response, %; cell reporter, cycloheximide protein synthesis inhibition counterscreen; 300,000 tested, 12% active; in the data active = max response mostly above about 13%, no sharp cut-off; inactive = mostly below about 14%; note: read at 38.3 µM for the half of the compounds with a filed dose; 0% is about no effect
Starred values were filed as active, the others as inactive; ? = inconclusive; · = not tested or not shown; [ ] = dose if it differs, or a comment. Unless noted, calls come from the whole dose curve; as a rule, active = well fitted curve in the direction sought with a large enough effect; inconclusive = small, poorly fitted or top-dose-only effect, or another doubt; inactive = no such curve, though single readings can be large; an effect the other way counts as inactive or inconclusive.

Screens by letter: A = Pf growth 48h; B = Shiga inhibitor; C = HCV inh; D = Giardia FBPA inh; E = Pf growth 96h; F = CHX counter
Cc1cc(C)n(CC(=O)NC2C(=O)N3C(C(=O)O)=C(CSc4nnc(C)s4)CSC23)n1 (stereo not drawn)
  A: 11% | B: -5 | C: 9% | D: 13µM* | E: 8% | F: 1

CC(=O)Nc1ccccc1C(=O)OCc1ccccc1F
  A: 56%[activator] | B: 61 | C: ? | D: 3% | E: ? | F: 29*

O=C(CN1CCN(c2ccc(F)cc2)CC1)Nc1cc(C(F)(F)F)ccc1Cl
  A: ? | B: -14 | C: 12% | D: -3% | E: 100%[activator] | F: -4

Cc1ccccc1N(C(=O)CCCC(=O)Nc1ccccn1)C(C(=O)NC1CCCC1)c1ccc(O)cc1 (stereo not drawn)
  A: ? | B: 7 | C: 4% | D: 8% | E: ? | F: -6

Cc1ccc(Cn2ccc(NC(=O)C3C4CCC(C4)C3C(=O)O)n2)cc1 (stereo not drawn)
  A: · | B: -3 | C: 3% | D: 11% | E: ? | F: 2

Cc1cc(Cl)ccc1OCC(=O)N[C@@H](Cc1ccccc1)c1nc2ccccc2[nH]1
  A: -1% | B: 11 | C: -1% | D: -9% | E: ? | F: -2

COC(=O)C1=C(N)Oc2cc(C)n(CCc3ccccc3)c(=O)c2C1c1cccnc1 (stereo not drawn)
  A: 10µM* | B: -21 | C: ? | D: -4% | E: ? | F: -8

CCCN(CCC)CCCNC(=O)c1ccc2c(Cl)c3c(nc2c1)CCC3
  A: ? | B: 3 | C: ? | D: 5% | E: 31%[activator] | F: 9

CCOc1ccc(NC(=O)CSc2nc3ccccc3c(=O)n2CCNC(C)=O)cc1
  A: 21% | B: -9 | C: 7% | D: 8% | E: ? | F: 0

CC(NC(=O)/C(=C\c1ccco1)NC(=O)c1ccco1)C(=O)O (stereo not drawn)
  A: -3% | B: -4 | C: 11% | D: ? | E: 1% | F: -2

O=C1Nc2ccccc2/C1=N/N=C/c1ccc(-c2ccc([N+](=O)[O-])cc2)o1
  A: ? | B: -4 | C: 2% | D: 1% | E: ? | F: 9

O=C(NCCc1nc2ccccc2[nH]1)/C(=C/c1ccc2c(c1)OCO2)NC(=O)c1ccccc1
  A: 6% | B: -5 | C: 0% | D: 6% | E: ? | F: -3

Cc1cc(OCC(=O)Nc2ccc(CN3CCOCC3)cc2)c2c(C)c(C)c(=O)oc2c1
  A: ? | B: -4 | C: 11µM* | D: · | E: ? | F: 7

Cc1cccc(C)c1-n1nnnc1C(C)(C)N1CCN(N=O)CC1
  A: -18% | B: -9 | C: 13% | D: 0% | E: ? | F: -2

O=c1c2oc3ccccc3c2ncn1Cc1ccc(Cl)cc1
  A: 0% | B: 5 | C: 21% | D: -3% | E: 21% | F: 9

(listing goes on)
Screens by letter: A = Pf growth 48h; B = Shiga inhibitor; C = HCV inh; D = Giardia FBPA inh; E = Pf growth 96h; F = CHX counter
CC(C)Oc1ccc(N2C(=O)c3ccccc3C2=O)cc1
  A: · | B: 35 | C: 8% | D: 4% | E: 53%[activator] | F: 18*

COc1ccc(CNC(=O)N2CCc3ccccc3C2)cc1
  A: 44%[activator] | B: 58* | C: 5% | D: 5% | E: 34%[activator] | F: 16*

CCOC(=O)C(NC(C)=O)C(O)c1ccc([N+](=O)[O-])cc1 (stereo not drawn)
  A: -6% | B: -8 | C: 9% | D: 4% | E: ? | F: 6

Cc1cc(C)nc(-n2nc(C)cc2NC(=O)c2cccc(S(=O)(=O)N3CCOCC3)c2)n1
  A: ? | B: -6 | C: ? | D: -1% | E: ? | F: -1

C=CCn1c(SCC(=O)Nc2c(C)n(C)n(-c3ccccc3)c2=O)nc2scc(-c3ccccc3)c2c1=O
  A: · | B: -7 | C: ? | D: 6% | E: ? | F: -4

CC(C)(C)Cc1nnc(NC(=O)CCc2ccccc2)s1
  A: 49%[activator] | B: 8 | C: 2% | D: 7% | E: -24% | F: 13*

Cc1cc(NC(=O)CCC2CCCC2)no1
  A: 48%[activator] | B: 36 | C: 16% | D: 2% | E: 0% | F: 28*

CCC(=O)N1CCC2(CC1)Oc1ccc(F)cc1C(=O)C21CC(c2ccccc2)=NO1 (stereo not drawn)
  A: -13% | B: -5 | C: 1%[8.37 µM] | D: 4% | E: ? | F: -5

COc1ccc(Cn2nnnc2C(CC(C)C)N2CCN(c3ccccc3)CC2)cc1 (stereo not drawn)
  A: 7.4µM* | B: 25 | C: -22% | D: 8% | E: 12% | F: -1

CCOc1ccccc1NC(=O)CN(C)S(=O)(=O)c1cccc2nsnc12
  A: ? | B: 6 | C: -19% | D: -8% | E: ? | F: 2

CN1C(=O)C(=Cc2ccc(N3CCOCC3)o2)C(=O)N(C)C1=O
  A: 24% | B: -30 | C: 8% | D: -8% | E: -6% | F: 4

COc1cccc(/C=C2/C(=O)NN(c3ccccc3)C2=O)c1
  A: 18%[0.00184 µM] | B: -5 | C: ? | D: -4% | E: 6% | F: -4

COCCN(C(=O)CSc1nncn1-c1ccccc1)c1c(N)n(Cc2ccccc2)c(=O)[nH]c1=O
  A: -13% | B: 16 | C: 20% | D: 2% | E: -24% | F: -2

Cc1csc(NC(=O)Cc2ccccc2Cl)n1
  A: 46%[activator] | B: 110* | C: -11% | D: -10% | E: 160%[activator] | F: 40*

CCC/C(=C1/c2ccccc2C(=O)N1c1ccccc1)c1ccc2c(c1)OCCO2
  A: -8% | B: · | C: -15% | D: · | E: ? | F: ·

The listing continues:
Screens by letter: A = Pf growth 48h; B = Shiga inhibitor; C = HCV inh; D = Giardia FBPA inh; E = Pf growth 96h; F = CHX counter
COC(=O)c1ccccc1NC(=O)CN1C(=O)CSC1=O
  A: 6% | B: -7 | C: 25% | D: 5% | E: 16% | F: -1

CCOC(=O)C(=CNNc1cccc(Cl)c1)C(=O)OCC
  A: ? | B: 3 | C: 21% | D: -13% | E: ? | F: 9

CCOC(=O)CN(C(=O)COc1nc(-c2ccccc2)cc(C)c1C#N)c1ccccc1C
  A: 13µM* | B: -6 | C: ? | D: 3% | E: ? | F: -1

O=C(CSc1nc(C2CC2)n(-c2ccccc2)n1)NCc1ccco1
  A: ? | B: · | C: 10% | D: · | E: ? | F: ·

Nc1c2c(nc3sc4c(c13)CCCCC4)CCCC2
  A: ? | B: 137* | C: 22µM* | D: -1% | E: 18% | F: 62*

CCCCN(C)CCn1c(=S)[nH]c2ccc(N3CCOCC3)cc2c1=O
  A: 18% | B: 9 | C: ? | D: -6% | E: ? | F: -4

Cc1c(C)n2c(SCC(=O)N3CCC(C)CC3)nnc2[nH]c1=O
  A: -5% | B: · | C: -1% | D: · | E: ? | F: ·

Cc1cc(C)c2cc(C)c(SCC(=O)NCc3ccco3)nc2c1
  A: -15% | B: -6 | C: ? | D: 10% | E: 22% | F: -2

Cc1cccc(C)c1NC(=O)N1CC=CCC1
  A: 5% | B: -9 | C: 10% | D: -4% | E: -17% | F: 3

Cc1cccc(NC(=O)CSc2nnc([C@@H](N)Cc3ccccc3)o2)c1C
  A: 3% | B: -5 | C: 12% | D: 13% | E: 47%[activator] | F: 1

COc1cc(C2C3=C(CC(C)(C)CC3=O)OC(N)=C2[N+](=O)[O-])ccc1O (stereo not drawn)
  A: 4% | B: -15 | C: 1% | D: -10% | E: ? | F: -3

Cc1cccc(N2CCN(S(=O)(=O)c3c(C)noc3/C=C/N(C)C)CC2)c1C
  A: ? | B: -3 | C: 8% | D: -14% | E: ? | F: -3

CC(=O)Nc1ccc(Nc2cc(C)nc3c(-c4ccccc4)c(C)nn23)cc1
  A: ? | B: 15 | C: ? | D: -7% | E: 3.7µM* | F: 7

COCCCNC(=O)/C(C#N)=C/c1ccc(F)cc1
  A: 25% | B: 30 | C: 16% | D: 1% | E: -3% | F: 4

CCn1nc(NS(=O)(=O)c2ccc([N+](=O)[O-])cc2)c2cc3ccc(C)cc3nc21
  A: 6% | B: -1 | C: 5% | D: 13% | E: 1% | F: -3

(listing goes on)
Screens by letter: A = Pf growth 48h; B = Shiga inhibitor; C = HCV inh; D = Giardia FBPA inh; E = Pf growth 96h; F = CHX counter
O=C(Nc1ccc(Cl)c(C(F)(F)F)c1)C(=O)N1CCCCC1
  A: 81%[activator] | B: 61 | C: -18% | D: -1% | E: ? | F: 27*

O=C(CSc1nc2ccccc2c(=O)n1-c1ccccc1)N1CCN(CCO)CC1
  A: 17% | B: 11 | C: 4% | D: -18% | E: ? | F: -3

CN1CCc2nc3sc(C#N)c(N)c3c(-c3cccs3)c2C1
  A: 13µM* | B: -21 | C: ? | D: -25% | E: · | F: 1

O=C(NCC(=O)N1CCN(C(=O)c2ccco2)CC1)c1ccc(Cl)cc1
  A: 39%[activator] | B: · | C: 26% | D: · | E: ? | F: ·

O=C(NNC(=O)c1ccccc1O)c1ccc(Cl)c(S(=O)(=O)N2CCCCC2)c1
  A: -25% | B: · | C: -6% | D: · | E: 0% | F: ·

Cc1cccc(C(=O)NCCC(=O)Nc2ccc(C#N)cc2)c1
  A: -3% | B: -5 | C: 7% | D: 6% | E: -6% | F: -6

Cc1cccnc1-n1c(CCN2C(=O)c3ccccc3C2=O)nc2ccccc2c1=O
  A: ? | B: 23 | C: 25% | D: 5% | E: 3.3µM* | F: 4

CCCC(=O)C1=C(O)C(C(=O)OC)C(C)(C)CC1=Nc1cccc2ccccc12 (stereo not drawn)
  A: 5.2µM* | B: 3 | C: ? | D: -7% | E: -27% | F: 6

OC(CN1CCOCC1)CN(c1ccccc1)c1ccccc1 (stereo not drawn)
  A: 29% | B: -8 | C: 2% | D: -3% | E: 28% | F: -1

O=C(COC(=O)c1cncc(Br)c1)Nc1nc(-c2ccc(F)cc2)cs1
  A: 58%[activator] | B: 27* | C: -28% | D: 1% | E: 43%[activator] | F: 8

CCOC(=O)c1c(O)c2ccccc2oc1=O
  A: 5% | B: -11 | C: 21% | D: -3% | E: 11% | F: -3

COc1ccc(C2C(C#N)=C(N)OC3=C2C(=O)CCC3)cc1OC (stereo not drawn)
  A: -7% | B: -9 | C: 4% | D: -8% | E: -9% | F: 5

COc1ccc(CNC(=O)CCCn2nc(C)c3c(C)n(-c4ccccc4)nc3c2=O)cc1
  A: -11% | B: -8 | C: -6% | D: · | E: 39%[activator] | F: -2

Gathered by group: the entries above containing an aryl thioether with sulfur outside any ring (nine)
Screens by letter: A = Pf growth 48h; B = Shiga inhibitor; C = HCV inh; D = Giardia FBPA inh; E = Pf growth 96h; F = CHX counter
Cc1cc(C)n(CC(=O)NC2C(=O)N3C(C(=O)O)=C(CSc4nnc(C)s4)CSC23)n1 (stereo not drawn)
  A: 11% | B: -5 | C: 9% | D: 13µM* | E: 8% | F: 1

CCOc1ccc(NC(=O)CSc2nc3ccccc3c(=O)n2CCNC(C)=O)cc1
  A: 21% | B: -9 | C: 7% | D: 8% | E: ? | F: 0

C=CCn1c(SCC(=O)Nc2c(C)n(C)n(-c3ccccc3)c2=O)nc2scc(-c3ccccc3)c2c1=O
  A: · | B: -7 | C: ? | D: 6% | E: ? | F: -4

COCCN(C(=O)CSc1nncn1-c1ccccc1)c1c(N)n(Cc2ccccc2)c(=O)[nH]c1=O
  A: -13% | B: 16 | C: 20% | D: 2% | E: -24% | F: -2

O=C(CSc1nc(C2CC2)n(-c2ccccc2)n1)NCc1ccco1
  A: ? | B: · | C: 10% | D: · | E: ? | F: ·

Cc1c(C)n2c(SCC(=O)N3CCC(C)CC3)nnc2[nH]c1=O
  A: -5% | B: · | C: -1% | D: · | E: ? | F: ·

Cc1cc(C)c2cc(C)c(SCC(=O)NCc3ccco3)nc2c1
  A: -15% | B: -6 | C: ? | D: 10% | E: 22% | F: -2

Cc1cccc(NC(=O)CSc2nnc([C@@H](N)Cc3ccccc3)o2)c1C
  A: 3% | B: -5 | C: 12% | D: 13% | E: 47%[activator] | F: 1

O=C(CSc1nc2ccccc2c(=O)n1-c1ccccc1)N1CCN(CCO)CC1
  A: 17% | B: 11 | C: 4% | D: -18% | E: ? | F: -3
